Screening results from PubChem BioAssay.
GRP78 ERSR act – induces the endoplasmic reticulum stress response in human glioma cells | Potency, µM, for the others: at the highest dose activation, most hits filed as activators | U87-MG GRP78 promoter luciferase reporter, 16 h | AID 602332 | actives 0.02% (n = 420,000); also: potency is read from the fitted curve at half-maximal effect; series mostly up to about 76 µM; % of control where 0% means no effect; nearly all actives have a fitted effect of over 35% in size
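Stably transfected U87-MG glioma cells carrying a GRP78-based luciferase sensor; 16 h compound incubation. Luminescence end-point read 10 min after Bright-Glo addition at room temperature.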
LDHA block – inhibitors of human lactate dehydrogenase A | purified LDHA, NADH/diaphorase-resazurin fluorescence; hits give low values | activity change, % (values are at about 110 or 230 µM) | actives 0.15% (n = 480,000) | AID 1347041; in the data active = activity change below about -30%; inconclusive = mostly about -25% to -30%;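 also: plate controls were DMSO wells for no effect and wells without enzyme for full effect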
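Human LDH5 at 2 nM final in Tris HCl pH 7.4 with 0.06 mM NADH and 0.2 mM pyruvate, reacted 5 minutes at room temperature. Remaining NADH coupled via diaphorase/resazurin; resorufin fluorescence read at 0 and 20 minutes, normalized to enzyme-free and DMSO wells.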
Pol beta inh – DNA polymerase beta (human) inhibition | Pol beta primer extension/strand displacement, fluorescence kinetic | Potency, µM (top dose mostly 114 µM), for inactives: at the top dose activity change, negative = inhibition, hits mostly inhibitors | actives 1.3% (n = 340,000) | AID 485314; also: potency is read from the fitted curve at half-maximal effect; % is scaled to controls: 0 for no effect and ±100 for the full control effect
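Reaction started by 50 nM substrate onto compound-treated Pol beta (10 nM, 15 min preincubation, room temperature); plates read at 0 min and 10 min. Normalized concentration-effect data fitted by four-parameter Hill equation.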
Apoferritin bind – candidate novel general anesthetic via apoferritin binding; Potency, µM (series often up to 77.5 µM), without a hit: at the top dose activity change, negative = displacement, actives largely listed as inhibitors; apoferritin/1-aminoanthracene competitive binding, fluorescence; P02791; actives 0.074% (n = 350,000); AID 485281; also: potency is read from the fitted curve at half-maximal effect; % is scaled to controls: 0 for no effect and ±100 for the full control effect; nearly all actives have a fitted effect of over 20% in size
Target sequence (P02791 2-175 limits assumed): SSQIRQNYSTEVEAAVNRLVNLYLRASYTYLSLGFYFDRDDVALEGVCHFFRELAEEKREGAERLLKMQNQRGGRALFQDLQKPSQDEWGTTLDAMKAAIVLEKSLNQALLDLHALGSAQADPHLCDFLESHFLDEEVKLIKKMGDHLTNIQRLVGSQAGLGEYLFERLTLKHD
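Steps: apoferritin (10 uM) was premixed with half-saturated 1-AMA in PBS, compounds were pin-transferred, plates stood 10 min at room temperature, fluorescence was read at 380/535 nm, and curves were fitted with a Hill equation.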
APE1 inh – APE1 (human) endonuclease inhibition; P27695; recombinant APE1, TAMRA/BHQ-2 abasic DNA cleavage fluorescence; Potency, µM (highest dose often 65.8 µM), for inactives: at the highest dose activity change, negative = inhibition, actives largely listed as inhibitors; actives 0.35% (n = 350,000); AID 2517;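 also: potency is read from the fitted curve at half-maximal effect; plate controls were vehicle for no effect and reference inhibitor for full effect; nearly all actives have a fitted effect of over 55% in size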
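Activity was derived from the fluorescence gain between first and third kinetic reads (60 s intervals, ex 525/em 598 nm) after 50 nM THF-abasic TAMRA/BHQ-2 duplex was added to 0.75 nM APE1 preincubated 15 min with compound.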
BLM helicase inh – Bloom syndrome helicase (human) inhibition | Potency, µM (series often up to 56.1 µM), without a hit: at the highest dose activity change, negative = inhibition, most hits filed as inhibitors | P54132 | recombinant BLM DNA unwinding, fluorescence dequenching | actives 0.2% (n = 350,000);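 also: potency is read from the fitted curve at half-maximal effect; plate controls were vehicle for no effect and no enzyme for full effect; nearly all actives have a fitted effect of over 35% in size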
Pol eta inh – blocks human DNA polymerase eta activity; recombinant Pol eta, fluorescent DNA replication assay; Q9Y253; actives 1.2% (n = 390,000); AID 588591; Potency, µM (top dose mostly 114 µM), for inactives: at the top dose activity change, negative = inhibition, most hits filed as inhibitors; also: potency is read from the fitted curve at half-maximal effect; % is scaled to controls: 0 for no effect and ±100 for the full control effect
Target sequence (Q9Y253 whole entry, looked up): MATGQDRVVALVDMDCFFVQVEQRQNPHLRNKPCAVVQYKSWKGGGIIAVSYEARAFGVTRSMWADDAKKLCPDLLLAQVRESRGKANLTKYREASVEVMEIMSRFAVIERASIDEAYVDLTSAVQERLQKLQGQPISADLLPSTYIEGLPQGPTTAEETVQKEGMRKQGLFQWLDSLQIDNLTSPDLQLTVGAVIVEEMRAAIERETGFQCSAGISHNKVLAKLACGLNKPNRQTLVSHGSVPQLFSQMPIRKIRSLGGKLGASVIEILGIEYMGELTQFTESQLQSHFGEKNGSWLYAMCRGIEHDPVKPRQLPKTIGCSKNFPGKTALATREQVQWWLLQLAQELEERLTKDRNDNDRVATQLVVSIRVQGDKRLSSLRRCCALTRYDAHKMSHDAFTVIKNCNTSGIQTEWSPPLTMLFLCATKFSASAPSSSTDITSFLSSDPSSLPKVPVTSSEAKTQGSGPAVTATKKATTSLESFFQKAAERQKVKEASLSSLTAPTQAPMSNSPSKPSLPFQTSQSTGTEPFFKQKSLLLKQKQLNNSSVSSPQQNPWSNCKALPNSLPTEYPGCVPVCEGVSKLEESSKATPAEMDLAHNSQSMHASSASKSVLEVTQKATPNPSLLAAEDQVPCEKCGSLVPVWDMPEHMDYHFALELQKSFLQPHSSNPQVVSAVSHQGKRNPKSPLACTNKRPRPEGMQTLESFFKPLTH
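Pol eta (10 nM) was preincubated with compounds for 15 min at room temperature, after which fluorescent replication substrate (50 nM final) was added to start the reaction. Fluorescence was read kinetically at 0 and 10 min.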
Pol kappa inh – inhibitors of human DNA polymerase kappa. purified Pol kappa, fluorescent DNA synthesis assay, 10 min. actives 0.53% (n = 400,000). AID 588579. Q9UBT6. Potency, µM (titrated, usually from 107 µM), for inactives: top-dose activity, negative = inhibition, usual class: inhibitors; also: potency is read from the fitted curve at half-maximal effect; % is scaled to controls: 0 for no effect and ±100 for the full control effect
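Kinetic fluorescence readout at 0 and 10 min followed reaction start with substrate at 50 nM final. Beforehand, enzyme (10 nM Pol kappa) stood 15 min with compound at room temperature; buffer-only wells were negative controls.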
POLI inh – blocks human DNA polymerase iota activity; Potency, µM (series often up to 115 µM), for the others: at the top dose activity, negative = inhibition, actives largely listed as inhibitors; Q9UNA4; Pol iota fluorescent replication assay, 10 min; actives 1% (n = 390,000); also: potency is read from the fitted curve at half-maximal effect
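Pol iota at 10 nM preincubated 15 min with compounds at room temperature; reaction started with fluorescent substrate, 50 nM final. Fluorescence read kinetically at 0 and 10 min; buffer-only wells as negative control.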
Starred values were filed as active, the others as inactive; u = inconclusive; x = not tested or not shown; & = joins results of further samples; [ ] = another dose, or the depositor's remark. Unless noted, calls follow the shape of the dose curve; as a rule, active = well fitted curve in the direction sought with a large enough effect; inconclusive = small, poorly fitted or top-dose-only effect, or another doubt; inactive = no such curve, though single readings can be large; an effect the other way counts as inactive or inconclusive. These rows are one share of the data; count on the stated rates, not on these rows.

SMILES | GRP78 ERSR act | LDHA block | Pol beta inh | Apoferritin bind | APE1 inh | BLM helicase inh | Pol eta inh | Pol kappa inh | POLI inh
COc1cccc(C(=O)N(C)C(C)c2nc3ccccc3s2)c1 (stereo unspecified) | -3.8% | 6.2 | 35.2% | -16.6% | 29.7% | -1.8% | -14.5% | 8.0% | u
COc1ccc(N(CC(=O)Nc2cccc3ccccc23)S(C)(=O)=O)cc1 | 4.7% | 1.6 | 0.9% | -4.6% | 4.0% | -1.3% | -11.5% | -10.5% | -19.4%
CN1C2CCC1/C(=C/c1cccn1C)C(=O)/C2=C\c1cccn1C | -2.7% | 2.7 | u | 9.9% | -3.0% | -10.2% | u | -11.2% | 75.1%[activator]
Cc1ccc(NC(=O)CN(C)Cc2ccc(Cl)cc2)cc1 | -0.4% | -0.1 | -1.8% | -19.5% | -13.3% | -6.2% | -10.9% | -10.6% | u
O=C(CN1C(=O)C2C3C=CC(C3)C2C1=O)Nc1ccc(S(=O)(=O)Nc2nccs2)cc1 (stereo unspecified) | -2.6% | -3.7 | -1.8% | -12.3% | u | -2.0% | -19.7% | -26.3% | 6.5%
COc1cc(C(=O)OCC(=O)N2c3ccccc3NC(=O)C2(C)C)ccc1OCC(C)C | -4.4% | -0.9 | x | x | -14.7% | x | -10.0% | -26.4% | -3.1%
Cc1sc2ncnc(OCC(=O)c3ccc(S(=O)(=O)N4CCCC4)cc3)c2c1C | -4.0% | -7.9 | 9.9% | u | -1.0% | -1.4% | -10.8% | -7.8% | 4.1%
CC(=O)c1ccc(N2CCN(C(=O)c3ccc4c(Cl)c5c(nc4c3)CCCC5)CC2)cc1 | x | x | -8.4% | -5.5% | -0.9% | -0.1% | x | x | x
O=C(COC(=O)CSc1ccc2ccccc2c1Br)NC1CC1 | -0.1% | -2.5 | 7.1% | u | -8.9% | -0.8% | -4.3% | -14.1% | 17.7%
Cc1cccc(N2CCN(C(=O)C3CCN(S(=O)(=O)c4cn(C)cn4)CC3)CC2)c1C | 0.2% | -7.7 | 25.0% | 3.8% | x | -1.6% | -13.3% | -7.5%[60.1 µM] | -1.6%
CCOc1ncccc1C(=O)OCC(=O)Nc1cccc(S(N)(=O)=O)c1 | 1.0% | -8.7 | 0.3% | -3.8% | 1.3% | 1.4% | -8.4% | 1.7% | 12.4%
COc1ccccc1C(=O)N/C(=C\c1ccccc1)C(=O)NC(Cc1ccccc1)C(=O)O (stereo unspecified) | -1.3% | -8.8 | 37.3% | -0.6% | 92.5%[activator] | -0.5% | -13.9% | 3.3% | 3.9%
Cc1noc(C)c1COC(=O)C1CCN(C(=O)c2ccc(Cl)cc2)CC1 | -3.2% | -4.8 | -17.2% | -0.3% | u | -2.2% | -9.8% | -2.0% | 52.6%[activator]
CCN(CC(=O)Nc1ccc(NC(C)=O)cc1)C(=O)CCCSc1nc2ccccc2[nH]1 | -1.5% | -8.0 | x | x | -0.7% | x | 2.6% | -0.5% | 13.8%
COc1ccc2c(Cl)c(C(N)=O)sc2c1 | 2.2% | 3.0 | -0.9% | -6.7% | -0.3% | 5.9% | -2.7% | -1.4% | 21.0%
COCCNC(=O)C(c1ccco1)N(C(=O)Cn1nnc2ccccc21)c1cccc(C)c1C (stereo unspecified) | -8.4% | -1.4 | -8.9% | -5.5% | -1.4% | 0.5% | -9.8% | 4.6% | 20.7%
CC(=O)Nc1ccc(/C=C/c2nc(-c3ccccc3O)n[nH]2)cc1 | -5.2% | 1.5 | 8.8% | -14.4% | 58.1%[activator] | 0.5% | 0.6% | 9.3% | 32.7%[activator]
O=C(Cc1cccc(NC(=O)C2CCCN(C(=O)C3CCC3)C2)c1)Nc1ccc(C(=O)N2CCOCC2)cc1 (stereo unspecified) | 3.5% | -9.9 | x | x | x | x | -19.8% | 1.1% | 9.2%
Nc1ccc(C(Cc2ccnc3ccccc23)Cc2ccnc3ccccc23)cc1 | -1.0% | -0.9 | x | x | x | x | x | -8.8% | 8.9%
C[C@H](CO)N1C[C@H](C)[C@@H](CN(C)C(=O)Nc2ccc(C(F)(F)F)cc2)Oc2ccc(NC(=O)c3ccncc3)cc2C1=O | -1.7% | -1.7 | x | x | -2.8% | x | -14.4% | 5.1% | 6.2%
O=C(C[n+]1ccc(C(=O)c2ccccc2)cc1)Nc1ccccc1OC(F)F | -3.2% | 14.1 | x | x | -9.7% | x | -6.0% | 2.5% | 34.5%[activator]
CCOC(=O)c1cccc(NC(=O)c2cnccn2)c1 | -2.0% | -1.4 | 0.5% | -18.7% | -2.5% | -3.0% | -16.8% | -14.6% | 22.8%
O=C(COc1ccccc1)NCCSc1ccccc1 | 6.6% | 2.4 | 4.0% | u | -1.1% | 0.1% | -3.0% | 4.4% | 16.9%
COc1ccc(C2NCCc3sccc32)cc1 (stereo unspecified) | -1.9% | -5.1 | 2.2% | -12.0% | -4.5% | 0.8% | 1.0% | -7.3% | 58.7%[activator]
CCCCOC(=O)c1ccc(NC(=O)CSC2=Nc3ccccc3C3CC=NN23)cc1 (stereo unspecified) | 4.0% | 0.2 | 15.1% | -20.1% | -0.7% | -3.4% | -18.5% | -2.8% | 2.5%
Cc1cnc(C(=O)OCC(=O)c2ccc[nH]2)cn1 | -3.3% | -4.0 | x | x | -10.7% | x | u | -9.1% | u
COC(=O)c1ccc(NC(=O)C(=O)NCCc2csc3nc(-c4ccccc4F)nn23)cc1 | -4.8% | -0.9 | -23.0% | -6.7% | x | -0.3% | -18.3% | -0.1%[60.1 µM] | 9.5%
Fc1ccc(Nc2c(-c3ccco3)nc3ccccn23)cc1 | 2.9%&-0.7% | -3.4&4.4 | 0.4%&-18.7% | 35.3%&47.1%[activator] | 2.4% | -0.2%&-11.4% | u | 2.8%&-9.9% | 3.3%&2.0%
CC(C)(C)c1ccc(C(=O)N2CCN(Cc3ccccc3)CC2)cc1 | -1.8% | 0.5 | -1.3% | u | 24.9% | -0.9% | -8.8% | -3.6% | -21.6%
Cc1noc(C)c1COC(=O)c1cccnc1Cl | -4.2% | -2.8 | -17.1% | -3.6% | -0.9% | -0.8% | -20.9% | -8.3% | 122.3%[activator]
O=C(CSc1nc2c(c(=O)[nH]1)CN(Cc1ccc3c(c1)OCO3)CC2)Nc1cc(F)ccc1F | -2.4% | 9.6&6.3 | -14.9% | 6.5% | x | -3.4% | u | -12.8% | -4.0%
Nc1nnc2c(C(F)(F)F)nc3ccccc3n12 | -1.7% | -0.4 | 18.8% | 85.5%[activator] | 7.5% | -1.5% | -7.0% | -16.7% | -7.2%
Cc1oc(C(=O)O)cc1COc1ccc2c3c(c(=O)oc2c1)CCC3 | 1.1% | 0.0 | 35.5µM* | -2.1% | -3.6% | 0.5% | 17.8µM* | u | -19.2%
O=C(C1COc2ccccc2O1)N1CCN(c2ccccn2)CC1 (stereo unspecified) | -1.6% | 2.7 | x | x | -0.1% | x | -12.4% | -9.4% | -11.7%
CC1CCCCN1CCCNC(=O)C1CCN(c2nnc(-n3cccc3)s2)CC1 (stereo unspecified) | -1.6% | -5.6 | 17.2% | -2.9% | -8.3% | -11.6% | -13.2% | -2.4% | -28.6%
CCOc1ccc(Br)cc1S(=O)(=O)Nc1nc(CN2CCOCC2)nc2sc(C)c(C)c12 | 2.7% | -5.6 | 19.9% | -15.4% | -9.3% | -1.7% | -12.9% | -10.4% | -4.0%
O=S(=O)(Nc1ccc2c(c1)OCCO2)c1ccc(F)cc1 | -1.6% | -2.7 | 20.1% | u | 13.0% | -1.9% | -5.5% | -19.2% | 6.6%
O=C(COc1ccccc1-c1ccccc1)NCc1cccc(Cl)c1 | -1.1% | 1.0 | 6.7%[57.1 µM] | 1.6% | -6.5% | -7.0% | -18.4% | -2.4% | 7.8%
Cc1onc(-c2ccccc2)c1C(=O)Nc1ccccc1N1CCOCC1 | 3.3% | -0.7 | 0.4% | 9.4% | 7.0% | -2.9% | -22.3% | 0.8% | 19.3%
COc1ccccc1NC(=O)CCNS(=O)(=O)c1ccc2c(c1)CC(C)N2C(=O)C1CC1 (stereo unspecified) | -2.7% | -2.6 | 2.8% | -7.4% | 21.1% | -2.9% | -7.6% | -13.2% | 4.3%
CCO[C@@H]1OC(C(=O)N2CCN(Cc3ccc4c(c3)OCO4)CC2)=C[C@H](C)[C@H]1CCCO | -5.9% | -0.2 | 24.5% | -1.8% | -2.5% | 0.5% | -3.4% | -16.3% | -18.0%
CCSc1nc2sc3c(c2c(=O)n1CC)CC(C)(C)OC3 | -0.4% | -4.7 | -1.9% | u | 1.0% | -0.3% | -14.2% | -21.3% | -3.0%
Cc1cccc(OCC(=O)Nc2ccc(C(=O)c3ccc(C(=O)O)cc3)cc2)c1 | 2.0% | -6.3 | -31.6% | -5.2% | -3.5% | -0.4% | -5.9% | -9.4% | 48.4%[activator]
Cc1ccc2oc(-c3cc(NC(=O)c4cccs4)cc(C)c3O)nc2c1 | -4.5% | 3.2 | 22.2% | 243.6%[activator] | x | -1.1% | -3.0% | 4.2% | 8.6%
CN(CC(=O)Nc1ccccc1Cl)C(=O)COC(=O)/C=C/c1ccc(C(F)(F)F)cc1 | -0.7% | -2.1 | -17.3% | -22.6% | -10.0% | -6.0% | -16.3% | 2.2% | 25.3%

An excerpt from above with just Pol beta inh and GRP78 ERSR act.
smiles | Pol beta inh | GRP78 ERSR act
Cc1cccc(OCC(=O)Nc2ccc(C(=O)c3ccc(C(=O)O)cc3)cc2)c1 | -31.6% | 2.0%
CCSc1nc2sc3c(c2c(=O)n1CC)CC(C)(C)OC3 | -1.9% | -0.4%
